Screening results as filed in PubChem.
GLD-1 RNA inh: GLD-1-TGE RNA interaction inhibition (C. elegans); 320,000 tested, 0.44% active; inhibition, % at 5.96 µM; AID 2280; Q17339; purified GLD-1 + fluorescein TGE RNA, fluorescence polarization;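 active means percent inhibition above a per-plate cutoff, the plate mean of test compounds plus 3 SD, cut at about 30% in these data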;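 further: 0% = DMSO wells with GLD-1 and probe and 100% = wells lacking GLD-1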
MEX-5 binding: C. elegans MEX-5 TCR-2 RNA binding activity; 300,000 tested, 0.38% active; activity score (negative = inhibition of binding), % at 10 µM; MEX-5/FITC-TCR2 RNA binding, fluorescence polarization; active compounds read low; Q9XUB2;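 active means inhibition past about -25% in most replicates, and total fluorescence under double the plate's negative control median, limit read from the data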;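 further: 0% = DMSO and -100% = 5 µM competing unlabeled TCR2 RNA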
Target sequence (Q9XUB2 whole entry, looked up): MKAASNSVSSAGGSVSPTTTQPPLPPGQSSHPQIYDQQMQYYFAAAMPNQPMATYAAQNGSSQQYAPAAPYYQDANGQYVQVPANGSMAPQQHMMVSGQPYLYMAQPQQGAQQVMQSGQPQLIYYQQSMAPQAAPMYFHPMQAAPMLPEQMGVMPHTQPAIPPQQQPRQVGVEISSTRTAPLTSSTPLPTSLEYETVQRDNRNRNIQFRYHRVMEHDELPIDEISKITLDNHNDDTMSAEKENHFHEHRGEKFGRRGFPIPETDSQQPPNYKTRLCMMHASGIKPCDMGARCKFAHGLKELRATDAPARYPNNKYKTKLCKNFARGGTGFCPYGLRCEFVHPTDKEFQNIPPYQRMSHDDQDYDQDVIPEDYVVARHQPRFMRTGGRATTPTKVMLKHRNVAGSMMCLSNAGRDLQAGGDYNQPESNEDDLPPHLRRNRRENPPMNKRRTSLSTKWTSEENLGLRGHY
Bcl-xL primary: Bcl-xL (human) inhibition; GST-Bcl-xL / FITC-Bim BH3 peptide fluorescence polarization; Q07817; AID 2129; inhibition, % at 10.9 µM; 320,000 tested, 0.7% active;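 active means inhibition above the mean of all tested compounds plus 3 SD, cutoff set per campaign, cut at about 30% in these data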;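 further: 0% = DMSO wells and 100% = unlabeled Bim-BH3 peptide competitor; inhibitors lower millipolarization by displacing the labeled peptide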
Target sequence (Q07817 whole entry, looked up): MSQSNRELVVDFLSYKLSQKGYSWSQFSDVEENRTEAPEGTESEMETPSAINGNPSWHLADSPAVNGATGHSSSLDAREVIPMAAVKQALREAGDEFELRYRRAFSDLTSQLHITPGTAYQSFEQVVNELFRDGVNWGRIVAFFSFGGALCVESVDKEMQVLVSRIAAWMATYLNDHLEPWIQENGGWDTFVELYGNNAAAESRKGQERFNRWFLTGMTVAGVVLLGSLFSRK
Fam108B counter: counter-screen for RBBP9 inhibitors: inhibitors of mouse Fam108B; recombinant Fam108B, FP-Rh probe fluorescence polarization; inhibition, % at 9.51 µM; 300,000 tested, 0.33% active; AID 1947;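 active means inhibition above the screen mean inhibition plus 3 SD, computed separately per campaign, cut at about 18% in these data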;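 further: inhibitors lower polarization as less probe binds the enzyme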
GRK2 aptamer HTS: human GRK2 inhibition via aptamer displacement | 330,000 tested, 0.59% active | bead flow cytometry, FAM-aptamer displacement from GRK2 | inhibition of aptamer binding, % at 10 µM | AID 488847 | P25098;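 active means inhibition of aptamer binding above 40%, roughly 3 SD of noise, on plates passing a quality check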;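 further: median bead fluorescence of bound FAM aptamer so fluorescent compounds give negative values; no value below 0 was filed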
MCL1 BIM primary: disrupts human MCL1 binding to BIM-BH3 peptide; GST-MCL1 / FITC-Bim-BH3 fluorescence polarization; AID 2057; Q07820; inhibition, % at 10.9 µM; 320,000 tested, 0.68% active;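 active means inhibition above the mean inhibition of all tested compounds plus 3 SD, set per campaign, cut at about 40% in these data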;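 further: 0% = DMSO wells and 100% = unlabeled Bim-BH3 peptide control; higher means more loss of mP so more displacement of Bim peptide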
Target sequence (Q07820 whole entry, looked up): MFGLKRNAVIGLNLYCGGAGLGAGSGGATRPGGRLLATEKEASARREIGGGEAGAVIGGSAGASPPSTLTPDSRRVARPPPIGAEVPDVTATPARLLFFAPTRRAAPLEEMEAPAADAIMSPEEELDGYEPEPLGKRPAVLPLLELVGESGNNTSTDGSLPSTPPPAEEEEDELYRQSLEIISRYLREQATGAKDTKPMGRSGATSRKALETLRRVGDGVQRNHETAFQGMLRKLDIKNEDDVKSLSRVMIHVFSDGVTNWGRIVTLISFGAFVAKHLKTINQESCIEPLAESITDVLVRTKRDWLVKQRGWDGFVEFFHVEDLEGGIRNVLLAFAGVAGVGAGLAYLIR
AGP1 TOR yeast: yeast TOR pathway AGP1-GFP modulation | 320,000 tested, 0.02% active | GFP response vs DMSO, % at 10 µM | S. cerevisiae AGP1-GFP multiplex flow cytometry, 3 h; GFP as percent of DMSO wells | AID 2066;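 active means GFP response relative to DMSO above a set limit, near screen average plus 3 SD, cut at about 150% in these data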;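 further: median GFP channel fluorescence of the gated AGP1 strain per well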
VLA-4 inh: inhibition in a human VLA-4 binding assay; VLA-4 expressing cells, ligand binding flow cytometry; 330,000 tested, 0.2% active; AID 2557; P13612; inhibition, % (about 7 µM as worked out from the volumes in the protocol); in the data active means inhibition above about 50%
CIT2-GFP yeast: alters CIT2-GFP fluorescence in TOR pathway yeast screen. S. cerevisiae CIT2-GFP strain, flow cytometry, 3 h; 100 means same as DMSO wells. 320,000 tested, 0.065% active. GFP response vs DMSO, % at 10 µM. AID 2029;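 active means GFP response relative to DMSO above a set limit, near the screen mean plus 3 SD, cut at about 150% in these data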;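 further: ratio of well median GFP fluorescence to mean of DMSO wells on the plate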
Active calls of the source: *; · = no result given. An unsorted share of the library; any-hit rate near 2.2%.

SMILES	GLD-1 RNA inh	MEX-5 binding	Bcl-xL primary	Fam108B counter	GRK2 aptamer HTS	MCL1 BIM primary	AGP1 TOR yeast	VLA-4 inh	CIT2-GFP yeast
O=C(C1CCC(CNc2nc(=S)[nH]c3ccccc23)CC1)N1CCN(c2ccccn2)CC1 (centres undefined)	6.0	-2.6	6.4	-1.3	3.0	-0.4	105.6	-5.8	96.3
Cc1ccc(NC(=O)/C(C#N)=C/c2ccc(Sc3nc(C)cc(C)n3)o2)cc1	1.8	-6.7	1.0	-1.1	6.0	-1.8	97.9	-18.6	100.6
N=c1sccn1CC(=O)Nc1ccccc1Sc1ccccc1	-2.2	2.5	8.3	2.3	1.0	1.9	105.5	2.5	·
C=CCSc1nnc(-c2ccncc2)n1-c1ccc(OCC)cc1	-0.3	-2.0	-0.6	2.8	2.0	3.0	102.4	3.8	105.4
COc1ccc(C(C(=O)NC2CCCC2)N(CCN(C)C)C(=O)c2snc(C(N)=O)c2N)cc1 (centres undefined)	5.2	0.4	-1.6	1.1	6.0	-5.3	104.2	6.0	101.5
CCOc1cc(Br)cc(C(c2c(C(=O)O)[nH]c3ccccc23)c2c(C(=O)O)[nH]c3ccccc23)c1O	2.7	-0.6	8.0	6.8	4.0	12.0	99.2	-3.1	94.0
O=C1OCc2cc(NC(=O)C3CCCCC3)ccc21	0.5	-2.0	2.1	-3.6	0.0	9.2	97.9	-11.2	92.7
COC(=O)c1ccc(NC(=O)COC(=O)c2cccc3c(=O)c(C)c(-c4ccccc4)oc23)cc1	-6.6	0.6	2.2	-11.7	4.0	-7.6	104.3	39.3	104.3
[O-]c1n[n+](-c2ccc(Cl)cc2Cl)cc2ccccc12	4.3	-0.2	-0.9	-0.3	1.0	-4.9	96.7	-7.1	99.6
OC(C#CCN1CCCCCC1)(c1ccccc1)c1cccnc1 (centres undefined)	-6.1	-0.9	2.9	-1.9	0.0	4.5	125.5	1.1	123.1
CCC/C(=N\NC(=O)c1ccc(CSc2nncn2C)cc1)c1ccccc1	-5.9	2.7	0.6	-3.1	1.0	9.1	103.5	6.6	103.4
CCC(=O)N1CCN=C1SCc1cccc(F)c1	1.2	1.1	5.5	4.1	3.0	2.0	103.1	-4.7	107.0
C=CCN(CC=C)S(=O)(=O)c1ccc2nsnc2c1	3.4	0.2	3.7	2.7	0.0	3.5	95.2	2.7	88.2
COc1ccccc1NC(=O)CCS(=O)(=O)c1ccc2c(c1)NC(=O)C(C)S2 (centres undefined)	-10.5	2.5	4.0	13.9	22.0	3.5	99.6	11.4	105.2
Cn1cnnc1SCC(=O)Nc1ccc2c(c1)CCC2	-2.0	2.7	5.3	2.7	0.0	-1.4	104.0	23.0	99.8
CC(=O)OCC1O[C@@H](O[C@@H]2C[C@H]3C(C)(C)[C@H](OC(C)=O)CC[C@]3(C)[C@H]3CC[C@]45C[C@]4(CC[C@H]5[C@@H](C)C[C@@H](O)[C@H](O)C(C)(C)O)[C@@]32C)[C@H](O)[C@@H](O)[C@@H]1O (some centres undefined)	8.3	-0.1	5.8	1.5	0.0	-2.7	106.7	-2.3	104.7
Cc1ccc(N2CCN(/N=C/c3ccncc3)CC2)cc1	4.3	0.4	5.8	2.8	1.0	2.6	97.8	-2.3	95.4
CCSc1ncc(Cl)c(C(=O)Nc2ccccc2OC)n1	-3.8	-0.9	4.0	5.8	6.0	10.7	107.9	-15.6	110.2
O=S(=O)(NCc1ccccc1)c1cccc(S(=O)(=O)N2CCOCC2)c1	4.3	0.6	-2.9	4.0	0.0	-5.8	85.3	-0.5	·
CCOc1ccccc1NC(=O)CSc1nnc2ccc(-c3ccncc3)nn12	6.0	0.5	-0.3	3.2	1.0	-0.9	105.9	2.3	95.8
CSc1ccccc1C(=O)Nc1ccccc1C(=O)N1CCCC1	-3.3	1.9	-19.2	-6.5	2.0	-5.8	104.9	4.9	105.3
Cc1ccc(C(=O)N[C@H](C(=O)OCc2nnc(-c3ccccc3)o2)C(C)C)cc1	1.3	-1.6	-0.4	0.7	0.0	-3.6	109.5	-4.4	100.9
CC(C)CN1CCNC(=O)C1CC(=O)N(C)CC1CCOCC1 (centres undefined)	21.6	-2.1	12.5	1.2	0.0	11.0	102.9	0.5	108.2
CCOC(=O)c1cc2sc(C)cc2n1C(C)C(=O)OCC (centres undefined)	4.2	-1.6	4.1	-2.0	0.0	2.5	100.2	20.9	100.1
Cc1nnc(NC(=O)CSc2nc3ccccc3[nH]2)s1	2.5	-1.0	-3.2	3.0	0.0	-3.1	104.2	11.7	101.0
(continued)
SMILES	GLD-1 RNA inh	MEX-5 binding	Bcl-xL primary	Fam108B counter	GRK2 aptamer HTS	MCL1 BIM primary	AGP1 TOR yeast	VLA-4 inh	CIT2-GFP yeast
O=C(CCc1nc(-c2ccccc2F)no1)NCc1ccco1	1.4	-2.6	3.1	0.7	0.0	6.0	89.1	2.9	89.1
O=C(CCSCc1ccc(Cl)cc1)NCc1cccnc1	-6.4	0.3	1.8	-4.2	0.0	-7.3	103.7	10.4	99.1
O=C1C(=O)N(Cc2cccnc2)C(c2ccccn2)/C1=C(/O)c1ccc(F)cc1 (centres undefined)	-3.3	1.0	4.7	2.4	0.0	5.5	103.1	0.8	106.2
O=C(CCN1CCN(C(=O)c2ccco2)CC1)Nc1ccc(F)cc1	-4.8	-1.1	-3.4	-6.0	0.0	-3.7	105.3	10.7	98.5
COc1ccc(-n2c(N)c(C(=O)NCc3ccco3)c3nc4ccccc4nc32)cc1	4.4	-5.0	1.5	0.4	0.0	-6.3	92.4	1.4	94.5
CC12CCC(=O)N1C(C(=O)NCCN1C(=O)S/C(=C\c3ccccc3Cl)C1=O)CS2 (centres undefined)	-2.6	·	2.1	·	3.0	4.1	103.0	0.8	88.2
COc1ccc(COC(=O)NC(C(=O)O)c2ccccc2)cc1 (centres undefined)	0.1	-0.1	-1.4	-3.3	6.0	-1.4	86.6	0.2	110.0
Cc1cc(F)ccc1NC(=O)C1CCN(C(=O)Nc2ccccc2)CC1	3.3	-1.9	0.9	-1.7	0.0	-3.4	106.7	14.7	98.3
COc1ccc(CN(C)CC(=O)Nc2cccc(S(=O)(=O)N(C)c3ccccc3)c2)c(OC)c1	7.2	·	3.6	·	0.0	5.1	97.3	-4.1	98.9
O=C(NCc1ccco1)c1ccccc1NS(=O)(=O)c1ccc(Cl)s1	1.0	-1.6	10.7	2.6	1.0	11.1	99.7	-8.4	110.1
Cc1cccc(C)c1NC(=S)NC(C)(C)CO	0.4	1.7	-2.5	3.4	1.0	4.2	92.2	19.9	86.8
O=C(N/N=C/c1ccc[nH]1)c1cc2ccccc2cc1O	-11.5	1.8	-3.5	-0.1	2.0	-0.6	98.0	-1.9	98.5
O=C(COC(=O)C1CCN(C(=O)c2ccc(Cl)cc2)CC1)NC1CCS(=O)(=O)C1 (centres undefined)	0.9	0.9	-4.1	-0.3	0.0	-2.4	102.0	3.0	97.0
CC(C)(C)Cc1nnc(NC(=O)CCC2CCCCC2)s1	1.4	-1.1	-0.6	1.2	2.0	-6.8	99.2	-2.5	101.3
COc1cccc(/C=C2\CCC(C3CCCC3)C2=O)c1OC (centres undefined)	-7.8	-2.8	0.5	9.2	0.0	-3.0	103.8	-5.8	103.5
Cc1ccccc1Cn1nc(C)c(NC(=O)c2cc3n(n2)C(C(F)F)CC(C(F)F)N3)c1C (centres undefined)	4.8	·	3.4	-2.0	98.0*	7.2	·	12.5	107.0
CC1Cc2ccccc2N1C(=O)COC(=O)c1n[nH]c(=O)c2ccccc12 (centres undefined)	2.6	·	-3.4	·	3.0	-7.2	87.8	8.7	83.1
O=C(NCc1cccc(C(F)(F)F)c1)c1cccc(S(=O)(=O)NCc2ccccc2)c1	11.1	0.2	1.2	-3.6	4.0	12.8	101.0	2.8	102.7
CN(CC(=O)Nc1ccccc1Cl)C(=O)Cn1nnc(-c2ccc(F)cc2)n1	9.1	2.0	-2.6	1.4	0.0	-12.6	102.0	-13.7	109.3
COc1ccc(NC(=O)c2ccccc2NC(=O)CSc2ccccc2)cc1	7.5	-1.2	-1.0	-3.5	0.0	-1.8	92.5	-13.3	84.1
COC(=O)C1=C(C)Nc2[nH]c(=S)[nH]c(=O)c2C1c1ccc(O)cc1 (centres undefined)	-0.4	-2.3	6.8	-2.2	14.0	2.6	104.0	-1.0	89.6
CC1(c2nnc(-c3ccc(Cl)cc3)o2)CC(c2ccncc2)=NO1 (centres undefined)	-6.7	1.5	6.5	-1.2	0.0	0.6	93.0	32.5	96.8
COc1cccc(/C=C2/Sc3ccc(C(=O)NCCN4CCCCCC4)cc3NC2=O)c1	-1.4	-1.4	0.3	-6.0	0.0	-1.0	100.3	18.3	101.2
CC(=O)Nc1cccc(C(=O)NCC2(N3CCCCC3)CCCCC2)c1	-5.9	5.0	-16.5	-0.6	0.0	-15.2	110.5	5.7	100.7
COc1ccc(OC)c([C@@H]2OCCC=C[C@H]2C)c1	12.0	-0.6	-1.5	3.3	3.0	1.7	92.4	-1.6	95.5
(further entries)
SMILES	GLD-1 RNA inh	MEX-5 binding	Bcl-xL primary	Fam108B counter	GRK2 aptamer HTS	MCL1 BIM primary	AGP1 TOR yeast	VLA-4 inh	CIT2-GFP yeast
CCC(C)(C)NC(=O)C(c1cccc(OC)c1OC)N(CC(C)C)C(=O)CCC(=O)Nc1cc(C)on1 (centres undefined)	-4.8	1.4	2.9	0.8	0.0	-7.1	109.1	1.3	108.6
CC1=C(C)/C(=N\OS(=O)(=O)c2ccc(C)cc2)C=CC1=O	0.8	·	4.3	1.5	1.0	7.9	79.8	5.3	86.4
CCOc1ccc(N/N=C(/C#N)C(N)=O)cc1	2.0	-6.9	4.0	9.0	13.0	-3.0	118.8	11.0	105.7
CN(NC(=O)c1ccccc1)C1=NS(=O)(=O)c2ccccc21	1.5	-0.3	-4.1	1.4	0.0	-5.8	96.6	11.2	92.8
NC(=O)N/N=C/CCc1ccccc1	0.0	1.5	5.5	2.1	0.0	-0.1	113.7	6.3	106.6
CCS(=O)(=O)Nc1ccc(C2=NN(C(=O)c3ccco3)C(c3ccco3)C2)cc1 (centres undefined)	-4.2	-1.6	-0.9	-0.1	4.0	0.5	105.4	25.6	91.4
COc1ccc(Cc2noc(CN3CCN(Cc4csc(C)n4)CC3)n2)cc1OC	9.3	-1.1	8.0	3.1	1.0	-1.1	102.4	2.9	113.6
CC1CCCCC12NC(=O)N(CC(=O)N1CCN(C(=O)c3cccs3)CC1)C2=O (centres undefined)	3.1	·	-5.1	·	8.0	-8.4	107.8	2.4	96.7
CS(=O)(=O)c1ccc(Cl)c(NC(=O)COC(=O)c2ccc(S(=O)(=O)N3CCCC3)cc2)c1	0.7	·	·	·	0.0	·	102.6	5.3	100.8
Cc1nnc(N2C(=O)C(O)=C(C(=O)c3ccco3)C2c2ccc(F)cc2)s1 (centres undefined)	45.0*	-27.5*	33.0*	-2.9	5.0	26.8	108.5	-24.7	106.3
CCC1CCCCN1S(=O)(=O)c1c(C)n(C)c(=O)n(C)c1=O (centres undefined)	13.1	0.1	-1.7	4.9	4.0	6.6	97.9	12.8	92.8
